Source: PubChem (NCI)
All columns: NCI-60 one-dose screen, growth in % after 48 h at 10 µM unless noted; 100 = growth as untreated, 0 = no growth, -100 = all killed.
MDA-MB-468: MDA-MB-468 breast cancer | 78,000 compounds, 8.5% hits | AID 2202374
MDA-MB-435: MDA-MB-435 melanoma. 82,000 compounds, 7.8% hits. AID 1794794
MOLT-4: MOLT-4 leukemia cells | 80,000 compounds, 6.9% hits | AID 1794779
RPMI-8226: RPMI-8226 leukemia cells; 77,000 compounds, 7.5% hits; AID 1794781
MDA-MB-231: MDA-MB-231 breast cancer; 81,000 compounds, 5% hits; AID 1794789
SR: SR leukemia cells | 73,000 compounds, 8.7% hits
K-562: K-562 leukemia; 78,000 compounds, 7.4% hits; AID 1794777
CCRF-CEM: CCRF-CEM leukemia | 77,000 compounds, 7% hits | AID 1794778
The depositor's hits bear a star; x = not tested or not shown; & = joins results of further samples. Rule for the calls: active = growth percent below 10; inactive = the rest.

Structure	MDA-MB-468	MDA-MB-435	MOLT-4	RPMI-8226	MDA-MB-231	SR	K-562	CCRF-CEM
CCCn1nc(C(=O)N2CCCCC2)c2c1CCC(Nc1ccc(Oc3ccccc3)cc1)C2 (configuration not stated)	89	87	73	87	94	102	70	89
Clc1ccc2c(N3CCCC3)ccnc2c1	85	103	68	62	69	79	62	x
CCCCCCCCCCCCCCCc1cc(O)ccc1[N+](=O)[O-]	111	97	32	36	69	75	68	9.5*
COc1ccc(/C=N/NC(=O)c2ncc[nH]2)c(OC)c1OC	103	105	90	105	106	111	104	117
O=c1sc2ncnc3ncn1c32	8.8*	30	36	26	44	33	15	55
COc1ccc(CCN(CCC#N)C(=O)C(Cl)Cl)cc1	103	107	115	116	113	x	120	114
COc1ccc(-c2nc(-c3cc(OC)cc(OC)c3)[nH]c2-c2ccc(OC)cc2)cc1	31	49	14	-12*	59	25	16	11
CCCCCCN(CCCCCC)CC(O)c1ccc2cc(Br)c3ccccc3c2c1 (configuration not stated)	99	96	88	94	60	58	77	90
COc1cc(/C=C\c2cc(/C=C\c3ccc(O)c(OC)c3)n(C(=O)CNc3ccc(F)c(Cl)c3)n2)ccc1O	86	60	42	54	78	15	53	36
CCOC(=O)CSC1=Nc2c(c(-c3ccccc3)cn2-c2ccc(C)cc2)C2=NCCN12	103	100	91	91	81	82	81	102
CCCCCCCc1n(Cc2ccc3ccccc3c2)c2ccccc2[n+]1Cc1ccc2ccccc2c1	-70*	-92*	-68*	-53*	-81*	-60*	-67*	-59*
COc1ccc2c(c1OC)C(CC(C)=O)N1CCc3cc4c(cc3C1C2=O)OCO4 (configuration not stated)	93	99	97	101	108	98	102	97
O=c1c2cc3ccncc3n2c(=O)c2cc3ccccc3n12	99	106	95	94	106	90	94	95
COc1ccccc1NC(=O)Nc1cccc(C(F)(F)F)c1	69	89	68	61	89	74	80	84
C/C=C/C(=O)OCCc1ccccc1	112	114	67	94	110	x	82	107
Fc1ccc(Nc2ccnc3[nH]c4ccc(Br)cc4c23)cc1Cl	59	95	87	60	93	91	64	90

Full records from above. Screens in order: MDA-MB-468 | MDA-MB-435 | MOLT-4 | RPMI-8226 | MDA-MB-231 | SR | K-562 | CCRF-CEM
CCCCCCCc1n(Cc2ccc3ccccc3c2)c2ccccc2[n+]1Cc1ccc2ccccc2c1 reads -70* | -92* | -68* | -53* | -81* | -60* | -67* | -59*
COc1cc(/C=C\c2cc(/C=C\c3ccc(O)c(OC)c3)n(C(=O)CNc3ccc(F)c(Cl)c3)n2)ccc1O reads 86 | 60 | 42 | 54 | 78 | 15 | 53 | 36

Next structures.
Structure	MDA-MB-468	MDA-MB-435	MOLT-4	RPMI-8226	MDA-MB-231	SR	K-562	CCRF-CEM
CCOC(=O)C(C(C)=O)c1ccc([N+](=O)[O-])cc1[N+](=O)[O-] (configuration not stated)	105	x	97	90	107	102	96	x
O=C(/C=C/c1ccccc1)CC(c1ccccc1)N1CCOCC1 (configuration not stated)	92	12	78	x	60	-7.6*	50	x
O=Cc1ccccc1OCc1cn(CC(=O)Nc2nc3ccccc3s2)nn1	105	100	101	100	101	95	96	98
O=C(Cc1cccc(OC(F)(F)F)c1)Nc1ccc(CCCCc2nnc(NC(=O)Cc3ccccn3)s2)nn1	52	85	44	6.1*	85	41	46	43
O=C(Oc1ccc(NC(=O)c2cc3c(cc2Br)OCO3)cc1)c1ccccc1	96	109	82	119	106	x	86	104
COc1cc2c(c(OC)c1C(=O)CC(O)c1ccccc1)C=CC(C)(C)O2 (configuration not stated)	99	104	94	93	93	100	92	99
C[C@H](NC(=O)c1c(N)nn2cccnc12)c1cc2cccc(C#Cc3cnn(C)c3)c2c(=O)n1-c1ccccc1	-21*	31	-5.0*	4.9*	38	3.4*	17	14
Cc1c(C(=O)N=Nc2c(O)[nH]c3ccccc23)oc2ccccc12	96	100	102	93	73	103	102	106
Cc1[nH]c(/C=C/C(=O)c2ccc(C(F)(F)F)c(F)c2)c(C)c1C(=O)NC(C)(C)C	92	100	95	95	91	78	95	98
C=C1CCC2C3(C)COC(c4cccs4)OC3CCC2(C)C1CC(NCc1ccccc1)C1=CCOC1=O (configuration not stated)	54	89	58	44	75	69	66	94
COc1ccc(/C=N/NC(=O)c2c(N)nn(C)c2Nc2ccccc2)cc1OC	94	100	97	102	97	85	91	105
Cc1cccc(C)c1NC(=O)CCl	97	95	84	103	119	87	94	83
CC1=NN(c2nc3ccccc3nc2Cl)C(=O)C1	110	102	99	x	108	102	103	102
CCOC(=O)C1=C(N)N(c2ccccc2)C2=C(C(=O)CC(C)(C)C2)C1c1ccc(OC)cc1 (configuration not stated)	92	98	86	85	101	82	94	94
O=C1c2ccccc2C(=O)N1c1ccc([N+](=O)[O-])cc1	112	97	108	104	109	99	104	106
NS(=O)(=O)c1ccc(CCN2C(=O)/C(=C\c3ccc(Br)cc3)C=C2c2ccc(Cl)cc2)cc1	102	98	82	91	85	95	86	100

Structures listed so far with a CF3 group (3):
Structure	MDA-MB-468	MDA-MB-435	MOLT-4	RPMI-8226	MDA-MB-231	SR	K-562	CCRF-CEM
COc1ccccc1NC(=O)Nc1cccc(C(F)(F)F)c1	69	89	68	61	89	74	80	84
O=C(Cc1cccc(OC(F)(F)F)c1)Nc1ccc(CCCCc2nnc(NC(=O)Cc3ccccn3)s2)nn1	52	85	44	6.1*	85	41	46	43
Cc1[nH]c(/C=C/C(=O)c2ccc(C(F)(F)F)c(F)c2)c(C)c1C(=O)NC(C)(C)C	92	100	95	95	91	78	95	98

The results go on.
Structure	MDA-MB-468	MDA-MB-435	MOLT-4	RPMI-8226	MDA-MB-231	SR	K-562	CCRF-CEM
OC(c1cc2cc(Cl)ccc2c2cc(C(F)(F)F)ccc12)C1CCCCN1 (configuration not stated)	-82*	-66*	-69*	-48*	-68*	-75*	-77*	-61*
OCCn1cc(-c2nc(-c3c[nH]c4ncccc34)cs2)c2ccccc21	4.4*	52	71	58	66	54	54	85
Cc1nonc1C(=O)N1CCC[C@H](C(=O)c2ccc3c4c(cccc24)CC3)C1	96	100	92	87	102	81	82	97
O=C(O)CCCN1C(=O)/C(=C/c2ccc(Cl)cc2)SC1=S	93	104	103	103	102	96	92	101
COC(=O)C(C)CNCCc1ccccc1 (configuration not stated)	99	112	99	105	103	103	109	106
CCCCCN(CCCCC)CCCNc1c2c(nc3ccc(Cl)cc13)CCCC2	8.0*	66	28	4.6*	18	0.5*	14	27
C=C1C(=O)O[C@H]2[C@H]1CC/C(COC(=O)CSCC(=O)OC/C1=C/CC[C@@]3(C)O[C@H]3[C@H]3OC(=O)C(=C)[C@@H]3CC1)=C\CC[C@@]1(C)O[C@@H]21	-2.0*	27	-3.7*	-2.2*	-17*	1.0*	9.8*	-7.5*
CC(C)=CCN	96	115	96	98	116	89	92	86
CCn1cc(C(=O)O)c(=O)c2cc(F)c(N3CCN(C(=O)CSc4nc(-c5ccc(C)cc5)c(C#N)c(=O)[nH]4)CC3)cc21	110	107	101	108	118	x	102	63
c1ccc(COc2ccc(Nc3ncnc4onc(-c5ccccc5)c34)cc2)cc1	94	97	87	92	95	89	84	93
COc1c(Cl)ccc(-c2cn(COCc3ccccc3)c3c(OC)ncnc23)c1F	111	102	93	94	92	93	100	106
C=C1C(=O)O[C@H]2[C@H]1CC/C(Cn1cc(CCC)nn1)=C\CC[C@@]1(C)O[C@@H]21	-32*	36	-1.1*	27	12	0.0*	4.9*	-27*
N#C/C(=C\c1ccc([N+](=O)[O-])cc1)C(=O)c1ccccc1	108	110	104	96	108	x	109	95
OCCN1CCN(CCCN2c3ccccc3CCc3ccccc32)CC1	80	97	86	84	86	100	93	93
Cc1ccc(C)c(CC#N)c1	100	100	103	100	107	68	107	95
CC(C)[C@@H](NS(=O)(=O)N(c1cccc(F)c1)C1CCN(Cc2ccc(O)cc2)CC1)C(=O)O	95	114	102	111	96	116	114	102
Cc1ccc(C2=NN3C(C2)c2ccccc2OC3c2cccnc2)cc1 (configuration not stated)	109	105	86	96	95	87	93	90
CC[C@@H](C)[C@H](NC(=O)Cn1cc(CNC(=O)[C@@H](NC(=O)OCc2ccccc2)C(C)C)nn1)C(=O)OC	99	102	105	101	105	113	102	91
S=C1NCN(CC2CC2)CN1	99&100	111&99	115&101	105&99	100&99	102	102&98	101
FC(F)(F)c1ccc2c(c1)Sc1ccccc1N2	102	97	89	93	99	89	94	102
Cc1cc(C)c([N+](=O)[O-])c([N+](=O)[O-])c1C	101	111	102	114	126	87	97	104
O=[N+]([O-])c1cccc2[nH]ncc12	x	x	91	104	94	94	110	110
CC(=O)c1nn(-c2ccc(Cl)cc2)cc1C(=O)c1cc2c(ccc3ccccc32)oc1=O	108	108	92	95	91	86	85	94
CCC1=CC2=NCC(C)C(=O)N2C=C1 (configuration not stated)	106	113	102	97	104	104	105	97
CC(=O)N1N=C(c2cccc(Nc3ccncc3)c2)CC1c1ccc(F)cc1 (configuration not stated)	103	98	96	91	90	83	61	91
CCN1C2CCC1/C(=C\c1ccccc1)C(=O)/C2=C/c1ccccc1	16	31	31	38	79	27	32	28
CS(=O)(=O)c1ccc(Nc2nc(N3CCC(O)CC3)nc3cc[nH]c(=O)c23)cc1	132	40	56	82	92	x	78	71
O=[N+]([O-])c1cccc(F)c1O	91	108	95	107	102	95	93	95
CC1=C(C)C[C@]2(Cc3ccccc3C2=O)S(=O)C1 (some centres not stated)	42	88	95	23	102	102	52	75
COc1ccc(OC)c(Nc2nc3nonc3nc2Nc2cc(OC)ccc2OC)c1	63	43	89	36	-1.9*	79	75	98
COc1cccc(NC(=O)Nc2ccc(Nc3ncnc4sc5c(c34)CCN(C(=O)OC(C)(C)C)C5)cc2)c1	102	110	84	88	89	77	88	78
CN(C)CCCOC(=O)c1cc2ccccc2s1	103	100	98	97	105	92	100	91

An excerpt from above, limited to MDA-MB-231 and MDA-MB-435.
SMILES | MDA-MB-231 | MDA-MB-435
CC1=C(C)C[C@]2(Cc3ccccc3C2=O)S(=O)C1 (some centres not stated) | 102 | 88
CC(=O)N1N=C(c2cccc(Nc3ccncc3)c2)CC1c1ccc(F)cc1 (configuration not stated) | 90 | 98

Other compounds.
Structure	MDA-MB-468	MDA-MB-435	MOLT-4	RPMI-8226	MDA-MB-231	SR	K-562	CCRF-CEM
COc1cc(/C=C/C(=O)Nc2cccnc2Nc2cc(OC)c(OC)c(OC)c2)cc(OC)c1OC	100	97	94	67	91	93	x	66
C#CC#CC#CC#CC#CC#CC#CC#CC[C@H]1OC[C@H](COC(=O)O[C@@H](C(=O)O[C@H]2C[C@@]3(O)[C@@H](OC(=O)c4ccccc4)[C@@H]4[C@]5(OC(C)=O)CO[C@@H]5C[C@H](O)[C@@]4(C)C(=O)[C@H](OC(C)=O)C(=C2C)C3(C)C)[C@@H](NC(=O)c2ccccc2)c2ccccc2)O1	19	-58*	43	16	62	26	22	27
CSc1ccc(C(=O)Nc2ccc3nn(/C(C#N)=C/c4ccccn4)nc3c2)cc1	-91*	-45*	-25*	-42*	x	-3.7*	-1.9*	-34*
CC1(C)CCCC2=C1CC1C(=O)OC(=O)C1C2 (configuration not stated)	x	114	87	99	105	112	108	89
O=C1/C(=C/C=C/c2ccco2)SC(=S)N1CC(=S)C1CCS(=O)(=O)C1 (configuration not stated)	91	103	101	100	104	81	98	83
N#CCCNc1ccc(Nc2ccccc2)cc1	53	80	70	71	88	84	78	70
C=CCc1cc(Cl)ccc1OC(=O)Nc1cccc(Cl)c1	108	106	92	96	94	x	109	104
COc1ccc(-c2n[nH]c(CN3N=C(C)CC3=O)n2)cc1	108	111	95	x	104	95	105	94
